Screening data: PubChem, several laboratories
H69AR inhibit: growth inhibitors of human H69AR lung tumor cells; 6% of 85,000 active; H69AR lung tumor viability, ATP luminescence, 72 h; hits give low values; viability, % at 10 µM;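 active = viability at or below 40%; inactive = viability above 40%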;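 also: multidrug resistant small cell line overexpressing MRP-1 efflux transporter; 100% = mean luminescence of untreated control wells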
cytoskel mod: cytoskeleton assembly modification; HUVEC TNFa F-actin phalloidin imaging, high content; inhibition, % at 2 µM; 0.18% of 91,000 active; AID 836;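 active = inhibition above the batch mean plus 3 SD and confirmed as a hit by visual image inspection, cut at about 30% in these data, passing the limit was not always enough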; also: strong numbers were not always called active
Pyk2 oligo antag: Pyk2 (human) oligomerization antagonism; 0.83% of 99,000 active; Q293 cells, Pyk2 FERM NanoBiT luminescence; hits give low values; z-score (the deposit names both 25 µM and 10 µM); Q14289;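 active = Z-score of -3 or lower, scaled per plate to the spread of control and sample wells; inactive = z-score above -3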;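 also: negative z-score means lost luminescence so less FERM oligomerization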
Target sequence (Q14289 whole entry, looked up): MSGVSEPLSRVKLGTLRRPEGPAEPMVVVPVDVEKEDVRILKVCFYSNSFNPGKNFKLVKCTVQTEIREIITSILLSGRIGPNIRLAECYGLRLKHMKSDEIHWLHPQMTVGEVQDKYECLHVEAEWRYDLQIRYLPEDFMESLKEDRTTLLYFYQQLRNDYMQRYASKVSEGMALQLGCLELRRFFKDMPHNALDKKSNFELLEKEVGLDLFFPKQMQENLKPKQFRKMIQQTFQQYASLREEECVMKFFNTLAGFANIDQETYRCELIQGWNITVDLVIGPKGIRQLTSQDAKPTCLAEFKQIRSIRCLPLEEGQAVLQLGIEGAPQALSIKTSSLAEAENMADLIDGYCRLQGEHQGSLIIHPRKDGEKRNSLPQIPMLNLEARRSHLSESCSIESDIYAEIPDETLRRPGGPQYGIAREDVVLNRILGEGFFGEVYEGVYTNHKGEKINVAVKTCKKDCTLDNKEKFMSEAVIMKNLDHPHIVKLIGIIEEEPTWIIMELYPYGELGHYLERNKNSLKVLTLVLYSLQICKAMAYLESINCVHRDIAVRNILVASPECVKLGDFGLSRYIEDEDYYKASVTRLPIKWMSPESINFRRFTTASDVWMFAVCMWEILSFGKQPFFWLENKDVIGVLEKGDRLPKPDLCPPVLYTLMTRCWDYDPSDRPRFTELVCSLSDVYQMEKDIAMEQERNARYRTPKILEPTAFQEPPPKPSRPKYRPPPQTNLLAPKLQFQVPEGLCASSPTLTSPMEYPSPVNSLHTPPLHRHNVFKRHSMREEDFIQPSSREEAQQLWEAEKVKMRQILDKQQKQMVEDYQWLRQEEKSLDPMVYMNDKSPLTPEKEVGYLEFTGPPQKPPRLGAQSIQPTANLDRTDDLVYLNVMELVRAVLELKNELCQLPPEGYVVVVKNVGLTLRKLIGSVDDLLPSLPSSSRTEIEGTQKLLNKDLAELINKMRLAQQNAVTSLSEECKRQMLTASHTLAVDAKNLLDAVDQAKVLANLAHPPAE
HUVEC tox IL1B: toxic to HUVEC cells under IL-1B stimulation. HUVEC cell count loss, Hoechst imaging, IL-1B stimulated. cell count reduction, % at 2 µM. 0.41% of 94,000 active. AID 845;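 active = cell count reduction more than 3 SD above the screen-wide mean, cut at about 70% in these data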;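 also: normalized per plate to untreated control cells as the no-loss baseline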
Smad3 inh: Smad3 (human) transcription factor binding inhibition; TR-FRET Smad3/Dy647-FoxH1 peptide binding, europium anti-His; inhibition, % at 25 µM; 0.29% of 88,000 active; AID 630;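 active = compounds that reduce the energy-transfer binding signal between the protein and its labelled peptide by more than half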;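 also: 0% = Smad3 plus labelled peptide maximal FRET and 100% = peptide-only background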
HUVEC inhibit: blocks proliferation of human endothelial cells. 1.1% of 86,000 active. HUVEC proliferation, CellTiter-Glo luminescence, 72 h; hits give low values. viability, % at 10 µM (by protocol);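 active = viability at or below 30%; inactive = viability above 30%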;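 also: 100% = median luminescence of DMSO-only cell control wells on each plate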
TNFa cytotox: toxic to HUVEC cells under TNF alpha stimulation; HUVEC TNFalpha-stimulated, Hoechst cell count, imaging; cell count reduction, % at 2 µM; 0.17% of 93,000 active;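 active = cell count reduction exceeding the screen mean by over 5 SD, scaled to untreated wells per plate, cut at about 78% in these data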;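 also: cells counted after 24 h of TNF alpha exposure following the 1 h pretreatment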
Fibroblast inh: blocks proliferation of human lung fibroblasts; 1.1% of 85,000 active; viability, % at 10 µM; LL 47 human lung fibroblast viability, ATP luminescence; hits give low values;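 active = viability at or below 50% in the single dose screen; inactive = viability above 50%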;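 also: compound exposure lasted 72 h before the ATP readout; 100% = median luminescence of untreated cell-only wells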
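Test system: LL 47 human lung fibroblasts; Quantity: 1,150 cells/well; Buffer or medium: IMEM plus 15% FBS; Dosing: tenfold compound dosing solution, DMSO at 0.1%; Timing: overnight cell rest, 72 h compound treatment at 37 °C; Detection: ATP-based CellTiter-Glo luminescent readout; Read-out basis: viability percentage against median untreated-cell control; Controls: cell-only wells, no compound.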
VCAM1 TNFa inh: reduces TNF alpha induced VCAM1 expression in HUVEC. inhibition, % at 2 µM. HUVEC TNFa-induced VCAM-1 immunofluorescence, high-content imaging. 0.48% of 95,000 active. AID 802;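 active = inhibition above the batch mean plus 3 SD, with images confirmed as a hit by eye, cut at about 37% in these data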;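 also: 0% = TNF-stimulated DMSO wells and 100% = unstimulated control wells; not every result past the cut was called active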
An asterisk follows results filed as active; nt = no result given; [ ] = another dose, or the depositor's remark. Some of the compounds tested, so the mix of outcomes need not match the whole.

SMILES	H69AR inhibit	cytoskel mod	Pyk2 oligo antag	HUVEC tox IL1B	Smad3 inh	HUVEC inhibit	TNFa cytotox	Fibroblast inh	VCAM1 TNFa inh
CC12CC3CC(C)(C1)CC(C(=O)NC1=NCCS1)(C3)C2	86	3	-0.11	38	-1	92	-11	87	-3
CC1(C)CC(NS(=O)(=O)c2ccccc2)CC(C)(C)N1	80	-4	0.43	4	11	101	-18	101	6
COc1ccccc1CNC(=O)C1CCCN(S(=O)(=O)c2cnc[nH]2)C1 (stereo not drawn)	87	0	nt	-29	0	94	-6	106	4
Cn1c(C(=O)NCc2ccc3c(c2)OCO3)cc2sccc21	105	26	-0.92	10	14[fluorescence artefact?]	99	-31	95	11
CC(C)CCN(C)C1CCN(S(=O)(=O)c2ccc(F)cc2)CC1	94	10	nt	-29	11	98	-23	109	13
COC(=O)C1C2C=CC3(CN(C4CCCC4)C(=O)C13)O2 (stereo not drawn)	97	3	1.6	-21	-4	93	nt	105	nt
CCOC(=O)C1=C(C)N2C(=C(C#N)[C@@H]1c1ccc(C(=O)OC)cc1)SC[C@@]2(O)C(C)(C)C	72	15	-1.3	-19	3	80	-12	92	28
O=C(N1CCOCC1)C12CC3CC(C1)CC(c1ccccc1)(C3)C2	86	-2	0.28	6	-2	97	4	104	15
Cc1ccc2nc(CSc3nc(C)cc(C)c3C#N)[nH]c2c1	nt	-13	-0.04	-54	nt	nt	14	nt	18
O=C1Nc2ccc(S(=O)(=O)NCc3ccco3)c3cccc1c23	74	-19	1.1	-51	2	102	2	95	-18
Clc1ccc(-c2nnc3sc(-c4ccco4)nn23)c(Cl)c1	99	nt	nt	nt	5	96	nt	100	nt
O=C(O)CSc1cccc[n+]1[O-]	nt	-1	0.7	12	nt	nt	-16	nt	5
COc1cccc(N2CCN(C(=O)CN(C)S(=O)(=O)c3ccc4c(c3)CCC(=O)N4)CC2)c1	88	15	nt	-1	-2	90	-20	103	4
CCOC(=O)c1cc(Br)c(=O)n2ccccc12	nt	15	-1.1	-3	nt	nt	-49	nt	3
CC(=O)c1cccc(N(CC(=O)N2CCOCC2)S(C)(=O)=O)c1	92	-2	-0.05	-5	4	95	-14	93	-8

11 entries out of the list, ordered by length of the SMILES, highest first.
SMILES	H69AR inhibit	cytoskel mod	Pyk2 oligo antag	HUVEC tox IL1B	Smad3 inh	HUVEC inhibit	TNFa cytotox	Fibroblast inh	VCAM1 TNFa inh
CCOC(=O)C1=C(C)N2C(=C(C#N)[C@@H]1c1ccc(C(=O)OC)cc1)SC[C@@]2(O)C(C)(C)C	72	15	-1.3	-19	3	80	-12	92	28
COc1cccc(N2CCN(C(=O)CN(C)S(=O)(=O)c3ccc4c(c3)CCC(=O)N4)CC2)c1	88	15	nt	-1	-2	90	-20	103	4
COc1ccccc1CNC(=O)C1CCCN(S(=O)(=O)c2cnc[nH]2)C1 (stereo not drawn)	87	0	nt	-29	0	94	-6	106	4
CC(=O)c1cccc(N(CC(=O)N2CCOCC2)S(C)(=O)=O)c1	92	-2	-0.05	-5	4	95	-14	93	-8
CC(C)CCN(C)C1CCN(S(=O)(=O)c2ccc(F)cc2)CC1	94	10	nt	-29	11	98	-23	109	13
O=C1Nc2ccc(S(=O)(=O)NCc3ccco3)c3cccc1c23	74	-19	1.1	-51	2	102	2	95	-18
COC(=O)C1C2C=CC3(CN(C4CCCC4)C(=O)C13)O2 (stereo not drawn)	97	3	1.6	-21	-4	93	nt	105	nt
Cc1ccc2nc(CSc3nc(C)cc(C)c3C#N)[nH]c2c1	nt	-13	-0.04	-54	nt	nt	14	nt	18
Cn1c(C(=O)NCc2ccc3c(c2)OCO3)cc2sccc21	105	26	-0.92	10	14[fluorescence artefact?]	99	-31	95	11
CCOC(=O)c1cc(Br)c(=O)n2ccccc12	nt	15	-1.1	-3	nt	nt	-49	nt	3
O=C(O)CSc1cccc[n+]1[O-]	nt	-1	0.7	12	nt	nt	-16	nt	5

New compounds follow.
SMILES	H69AR inhibit	cytoskel mod	Pyk2 oligo antag	HUVEC tox IL1B	Smad3 inh	HUVEC inhibit	TNFa cytotox	Fibroblast inh	VCAM1 TNFa inh
C=CCC(c1ccccc1F)N(CCN1CCOCC1)C(=O)Nc1cccc(Cl)c1 (stereo not drawn)	93	11	0.09	-107	-6	105	-20	91	-10
Cc1cc(NC(=O)CSc2nc(CCC3CCCC3)nc3ccccc23)no1	nt	-2	-0.48	6	nt	nt	47	nt	-2
CCOc1cc(S(=O)(=O)N2CCCCC2)ccc1Cl	102	-35	-2	10	2[fluorescence artefact?]	89	-9	92	-2
Fc1ccc(Cn2c(SCc3ccc(F)c(F)c3)nnc2C(F)(F)F)cc1	nt	-4	-1	-44	nt	nt	10	nt	0
Cc1ccc(S(=O)(=O)C(F)(F)F)cc1NC(=O)c1cccnc1	105	4	-0.28	-4	-5	96	-40	108	-14
O=C(Cc1cc(=O)[nH]c(=O)[nH]1)N1CCN(C(=O)c2ccco2)CC1	102	nt	nt	nt	-15	99	nt	99	nt
CC(Oc1ccc(Cl)cc1)c1ccnn1S(C)(=O)=O (stereo not drawn)	96	-7	0.33	8	4	74	0	94	15
CCc1ccc2c(c1)C(NC(C)=O)C(=O)N2CC (stereo not drawn)	nt	1	nt	11	nt	nt	-6	nt	-6
COc1ccc(Oc2c(C)oc3c(CN(C)C)c(O)ccc3c2=O)cc1	87	-13	0.46	-28	-3	98	-20	102	18
CCS(=O)(=O)n1nc(-c2ccco2)nc1SC	97	-7	-0.57	-3	12	100	-10	98	11
O=C(NCC1CCCO1)C1c2ccccc2C(=O)N1C1CCCCCCC1 (stereo not drawn)	84	nt	0.42	-39	-4	96	-13	103	10
O=C(CCS(=O)(=O)c1cccc2nsnc12)N1CCN(c2ccccc2F)CC1	91	nt	-1	-21	-14	100	-31	96	6
Cc1ccc(Nc2nc(-c3c(C)nc4ccccn34)cs2)cc1	nt	-70	-2.6	34	nt	nt	75	nt	93*
COC(=O)c1ccc(C)c(NC(=O)c2nn(C)c(=O)c3ccccc23)c1	51	-1	1.1	-19	0	100	5	96	10
N#Cc1ccsc1NC(=O)c1cnccn1	96	nt	-0.2	-24	-2	99	nt	101	nt
CC(=O)Nc1ccc(NC(=O)C/C(C)=N/NC(=O)C(=O)N2CCCC2)cc1	nt	-14	4	-63	nt	nt	15	nt	-3
O=C(Nc1nc(-c2ccc(Cl)cc2)cs1)c1cccnc1	94	-16	-0.03	4	-31	88	-5	93	-3
COc1ccc(CC(C)N2CCN(c3ccccc3)CC2)cc1OC (stereo not drawn)	90	14	0.14	nt	7	78	-40	92	3
O=C1OC(c2ccccc2)=C/C1=C\N1CCOCC1	45	-28	0.57	-10	-19	83	-10	90	9
C=CCn1c(SCC(=O)Nc2nccs2)nnc1-c1cc2cccc(OC)c2o1	90	6	0.49	-5	-14	109	-1	101	4
CCC(=O)NC(=S)Nc1ccccc1OC	nt	-34	-0.11	14	nt	nt	-4	nt	-2
c1ccc(OCCCn2nnc(-c3cccnc3)n2)cc1	96	-6	0.94	-5	2	90	-2	96	-18
Cc1cc([N+](=O)[O-])nn1Cc1ccccc1F	nt	-4	0.12	-23	nt	nt	2	nt	-4
CC(=O)C1=C(O)C(=O)N(CCN2CCOCC2)C1c1ccccc1 (stereo not drawn)	95	-24	-0.83	-12	4	99	-6	104	11
COc1ccc(C(C)=O)cc1CN1C(=O)C(C)N(c2ccc(C)cc2)C1=O (stereo not drawn)	80	7	-1.2	-9	-4	97	-10	93	-5
c1coc(Cn2c(SCc3nc4ccccc4[nH]3)nnc2-c2cccs2)c1	99	-13	0.54	-17	-1	93	0	97	-17
CC1CCN(CC(C)OC(=O)c2ccc3c(c2)OCCO3)CC1 (stereo not drawn)	93	nt	nt	nt	-4	103	nt	97	nt
Clc1ccc(Cn2ncc3c(N4CCCC4)ncnc32)cc1	95	3	-0.88	23	4	107	-21	101	-2
O=C(NCCN1CCOCC1)c1cccc(S(=O)(=O)N2CCCCCC2)c1	81	5	0.82	-7	2	109	-4	90	18
Cc1ccsc1C(=O)Nc1ccccc1N1CCOCC1	nt	-24	-0.9	-17	nt	nt	-12	nt	-3
Cc1nc2ccccc2n1CC(=O)OCC(=O)Nc1ccc2c(c1)OCCO2	102	-2	1.4	-4	12[fluorescence artefact?]	93	-18	97	-15
COc1nc(N)c(S(=O)(=O)c2ccccc2C)cc1C#N	nt	-7	-0.46	-30	nt	nt	-7	nt	5
COc1ccc(-c2cn3c(C)c(C(=O)NC(C)(C)C)sc3n2)cc1	61	nt	nt	nt	0	94	nt	94	nt
CCOCCCNC(=O)C1CCCN1C(=O)NC1CCCCC1 (stereo not drawn)	105	-75	1.1	6	-10	94	14	104	10
O=C(Cn1cc(C(=O)c2cccs2)c2ccccc21)NCc1cccs1	50	-19	-3.3*	25	-1	91	7	95	-4
CC(C)(C)C(=O)CNS(=O)(=O)c1ccc(S(=O)(=O)NC2CCCC2)cc1	89	-22	0.71	-28	10[fluorescence artefact?]	100	9	100	4
COc1cccc(C2CC(c3ccccc3)n3ncnc3N2)c1 (stereo not drawn)	89	-4	nt	-3	5	94	-20	98	26
Nc1nc(Br)c2ccccc2c1-c1ccc(F)cc1	nt	-22	-0.09	-2	nt	nt	-12	nt	11
O=C(c1ccc(S(=O)(=O)N2CCC(c3nc4ccccc4s3)CC2)cc1)N1CCCCC1	97	12	1.4	-30	3	90	-9	96	-1
CCC(Sc1nc2ccc(C)cc2[nH]1)C(=O)O (stereo not drawn)	nt	-11	1.6	-1	nt	nt	-7	nt	-17
O=S(=O)(NCCc1ccc2c(c1)OCCO2)c1cccs1	91	-31	1.2	-3	-2	87	13	95	-6
Cc1cc(/C=C2\SC(=S)NC2=O)c(C)n1C1CC1	nt	-7	0.17	-3	nt	nt	0	nt	-7
CC1CCN(C(=O)Cn2c(=O)n(Cc3ccc4c(c3)OCO4)c(=O)c3ccccc32)CC1	92	-23	0.38	1	-6	91	-3	96	14
O=C(O)CC(C(=O)OCC1CCCO1)N1CCOCC1 (stereo not drawn)	92	-10	0.61	-21	-10	102	-20	98	4
CCCCCCn1ccc(=N)cc1	74	-50	0.43	7	-9	95	5	96	-12
